# Screening data (PubChem BioAssay)
# PvdQ inh = P. aeruginosa PvdQ acylase inhibition | 340,000 compounds, 0.063% hits | inhibition, % at 10 µM | AID 488965 | purified PvdQ acylase, fluorescence plate reader; in the data active = inhibition above about 30%, passing the limit was not always enough; inconclusive = no clear call, values can overlap the other calls;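 note: 0% = vehicle neutral wells and 100% = reference inhibitor wells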
# RTF Ca sens act = cardiac RTF calcium sensitization; IANBD-labeled TnC RTF fluorescence at EC20 calcium; 0% EC20 calcium, 100% full calcium; 340,000 compounds, 0.24% hits; activation, % at 7.2 µM; P19429+P45379;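 active = activation above the mean over all tested compounds plus 3 SD, cut at about 30% in these data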;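 note: rise in fluorescence read as greater calcium sensitivity of cardiac thin filaments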
# HTR5A ag ctr = counter-screen for OPRM1-OPRD1 agonists: human HTR5A agonism; P47898; HTR5A agonist assay, luminescence, cell-based; activation, % at 9.3 µM; 340,000 compounds, 0.61% hits; AID 504692; in the data active = activation mostly above about 9.5%, no sharp cut-off; inactive = mostly below about 7.6%;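 note: 0% = cells with vehicle only and 100% = reference agonist; strong numbers were not always called active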
# SR-BI uptake up = SR-BI HDL lipid transfer activation | CHO ldlA[mSR-BI] cells, DiI-HDL uptake fluorescence, 3 h; 100 = double the neutral-control signal | activation, % at 12.5 µM | 320,000 compounds, 0.096% hits | AID 504775;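 active = mean replicate activation of at least 60% and every replicate at or above 60%; inconclusive = mean or all-replicate condition met, but not both; inactive = mean below 60% and not all replicates reaching 60%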;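 note: 0% = median plate neutral-control signal and 100% = twice that signal; values of inactives mirror those of a sister screen read the other way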
#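 Material – SR-BI-overexpressing, LDLR-lacking CHO cells · Medium – BSA-supplemented, HEPES-buffered Ham's F12, pH 7.4 · Doses – single concentration · Times – compound with DiI-HDL co-incubation, 3 h at 37 °C · Measured by – bottom-read fluorescence, 550/595 nm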
# CDK5 inh = blocks human CDK5/p35 kinase activity; Q00535+Q15078; Recombinant CDK5/p35, ADP-Glo luminescence, 60 min; inhibition, % at 10 µM; 330,000 compounds, 0.01% hits; AID 488839;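 active = highest replicate inhibition of at least 50% and at least 75% of replicates reaching 50%; inconclusive = only one of the two criteria met; inactive = both criteria failed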;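 note: plate controls were DMSO neutral control for no effect and GW8510 at 10 µM for full effect; many of its hits are not listed in these tables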
# Target sequence (Q00535 whole entry, looked up): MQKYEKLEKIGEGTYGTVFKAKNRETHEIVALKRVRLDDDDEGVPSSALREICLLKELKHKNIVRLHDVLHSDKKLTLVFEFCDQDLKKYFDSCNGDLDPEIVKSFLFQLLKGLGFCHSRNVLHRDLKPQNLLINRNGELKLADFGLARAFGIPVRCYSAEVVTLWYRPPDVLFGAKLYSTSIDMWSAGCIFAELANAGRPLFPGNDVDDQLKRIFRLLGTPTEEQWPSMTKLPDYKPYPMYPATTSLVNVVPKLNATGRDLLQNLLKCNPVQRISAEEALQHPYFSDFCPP
# Target sequence (Q15078 whole entry, looked up): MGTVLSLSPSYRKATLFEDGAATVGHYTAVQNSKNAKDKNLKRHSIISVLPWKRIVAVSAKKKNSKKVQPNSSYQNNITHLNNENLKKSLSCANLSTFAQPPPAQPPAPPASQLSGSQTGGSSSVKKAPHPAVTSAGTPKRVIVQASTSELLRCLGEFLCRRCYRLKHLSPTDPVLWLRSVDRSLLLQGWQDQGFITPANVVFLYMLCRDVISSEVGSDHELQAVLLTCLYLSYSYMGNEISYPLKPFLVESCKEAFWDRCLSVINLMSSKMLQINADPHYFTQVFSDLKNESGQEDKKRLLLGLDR
# SR-BI DiI inh = mouse SR-BI HDL lipid transfer inhibition; inhibition, % at 12.5 µM; ldlA[mSR-BI] CHO cells, DiI-HDL uptake fluorescence, 3 h; 320,000 compounds, 0.96% hits; AID 488896;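 active = mean replicate inhibition of at least 70% and a set share of replicates each scoring 70 or more; inconclusive = meets just one of the two criteria; inactive = fails both criteria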;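 note: 0% = median of neutral control wells and 100% = median of positive control wells; values of inactives mirror those of a sister screen read the other way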
# Wnt bcat act = activators of Wnt/beta-catenin signaling. Wnt/beta-catenin reporter cell assay, activator, plate reader. activation, % at 9.35 µM. 300,000 compounds, 1.2% hits; in the data active = activation above about 30%, passing the limit was not always enough; inconclusive = no clear call, values can overlap the other calls;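 note: 0% = neutral control wells and 100% = positive control wells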
# dFosB activator = enhances mouse delta FosB homodimer DNA binding; 340,000 compounds, 0.99% hits; activation, % at 25 µM; P13346; purified delta FosB, TAMRA-CDK5 oligo fluorescence polarization; percent of positive-control signal above neutral wells;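 active = mean activation above about 17%, with every replicate also reaching it, limit read from the data, passing the limit was not always enough; inconclusive = only one of the two conditions met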;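 note: fluorescence polarization rise as delta FosB binds a TAMRA Cdk5 AP-1 oligo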
# Target sequence (P13346 whole entry, looked up): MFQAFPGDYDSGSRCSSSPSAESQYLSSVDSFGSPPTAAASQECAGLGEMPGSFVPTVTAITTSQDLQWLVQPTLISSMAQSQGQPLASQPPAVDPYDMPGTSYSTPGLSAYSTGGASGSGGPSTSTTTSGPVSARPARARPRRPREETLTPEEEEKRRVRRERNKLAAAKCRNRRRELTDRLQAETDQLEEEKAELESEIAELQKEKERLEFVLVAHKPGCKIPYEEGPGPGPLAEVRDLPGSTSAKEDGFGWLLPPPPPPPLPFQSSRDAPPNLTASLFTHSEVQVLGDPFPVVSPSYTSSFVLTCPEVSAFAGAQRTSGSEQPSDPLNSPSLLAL
# MITF TRPM1 HTS = increases MITF-driven TRPM1 promoter luciferase signal. SK-MEL-5 TRPM1-promoter luciferase, 24 h; % of positive control, neutral wells = 0. activation, % at 12.5 µM. 300,000 compounds, 0.75% hits. AID 588334;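 active = mean activation of at least 80% with every replicate also reaching 80%; inconclusive = mean reaches 80% but some replicate falls short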;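 note: 0% = neutral control wells and 100% = parthenolide positive control wells; values of inactives mirror those of a sister screen read the other way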
# Rtt109 HAT inh = blocks Candida albicans Rtt109/Vps75 acetyltransferase activity; inhibition, % at 34.9 µM; purified Rtt109/Vps75, ThioGlo CoA-SH fluorescence, 4 h; Q5AAJ8; 330,000 compounds, 0.16% hits;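 active = inhibition of at least 50% in every replicate; inconclusive = best replicate reaches 50% inhibition but some replicates fall short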
# The depositor's hits bear a star; ? = inconclusive; . = not tested or not shown.
SMILES,PvdQ inh,RTF Ca sens act,HTR5A ag ctr,SR-BI uptake up,CDK5 inh,SR-BI DiI inh,Wnt bcat act,dFosB activator,MITF TRPM1 HTS,Rtt109 HAT inh
COc1cccc(CC(=O)Nc2ccc(S(=O)(=O)N3CCCCC3)cc2)c1,-1,-2,1,-1,0.5,1,0,0,-4,-2
Cc1onc(-c2ccccc2Cl)c1C(=O)N1CCN(c2nc3ccccc3s2)CC1,9,1,3,-21,0.6,21,44*,-8,-22,.
O=C(c1ccc(F)cc1)N1C2CCC1CC(O)(c1ccccc1F)C2 (stereo not drawn),-12,10,2,.,1.6,.,2,-5,-7,-1
CCNC(=S)N1CCCCC1CO (stereo not drawn),-10,3,0,9,-1.0,-9,-1,3,-11,-2
Cc1ccc(Cl)c(NC(=O)COC(=O)c2cc[n+]([O-])cc2)c1Cl,7,-2,-1,-1,0.1,1,6,5,10,-8
Cc1nc2cc(NC(=O)NCc3ccccc3)ccc2o1,-10,2,-4,9,-0.2,-9,.,3,14,-14
Cc1ccc(-c2nc(P(=O)(c3ccccc3)c3ccccc3)c(N3CCOCC3)o2)cc1,-12,3,1,11,0.0,-11,4,-18,0,3
O=C(CSc1nnc(SCc2ccccc2)s1)N/N=C/C=C/c1ccccc1[N+](=O)[O-],19,-5,-1,-10,3.2,10,15,-4,-8,5
COc1ccc(NC(=O)c2sc3nc(-c4cccnc4)ccc3c2N)cc1,-9,14,-3,-72,-1.6,?,0,-14,.,-6
CCOC(=O)N1CCN(C(=O)CCc2nc3sc4c(c3c(=O)[nH]2)CCCC4)CC1,9,-1,11,.,-0.2,.,-5,-3,-4,.
Cc1csc(=O)n1CCC(=O)OCC(=O)Nc1cccc(C#N)c1,-8,-1,-5,9,1.9,-9,-1,4,2,-3
COc1cccc(C(=O)N2CCC(C(=O)N3CCN(C)CC3)CC2)c1,-7,7,-2,13,-1.1,-13,-2,0,-1,17
O=[N+]([O-])c1ccc2nc(C(O)C(O)c3nc4ccc([N+](=O)[O-])cc4[nH]3)[nH]c2c1 (stereo not drawn),-1,1,0,-2,0.3,2,2,?,-7,15
COc1ccccc1CC(=O)Nc1ccc(-c2noc(COc3cccc(C)c3C)n2)cc1,-20,-1,-3,-34,-1.3,34,-8,-2,-7,0
O=C(N/N=C/c1cccc([N+](=O)[O-])c1)C(=O)N1CCCCCC1,-9,-2,3,-16,-3.1,16,0,-8,-2,-1
CCCCCCCCCCCC(=O)N/N=C/c1ccco1,-5,-1,5,-23,-0.2,23,.,-4,.,-2
COc1ccc(NC(=O)CC2C(=O)N(c3ccc(OC)cc3)C(=O)N2CCc2cccs2)cc1 (stereo not drawn),-10,7,-5,-22,-2.5,22,-1,-1,2,11
CNc1nc(N)c([N+](=O)[O-])c(NC2CCCCC2)n1,-10,0,2,-11,0.4,11,2,-12,4,2
COc1ccc(C(=O)COC(=O)C(C)N2C(=O)C3C4CCC(C4)C3C2=O)cc1 (stereo not drawn),-2,-1,3,4,1.2,-4,0,-1,9,6
CC(C)(C)OCC1CO1 (stereo not drawn),-12,-4,-2,14,0.8,-14,-1,-1,0,6
CCNc1nc(NCC)n2c(SCC(=O)Nc3ccc(C)cc3Br)nnc2n1,-13,-1,3,-30,2.0,30,-2,-8,-3,1
O=S(=O)(Cc1ccccc1)N1CCN(Cc2c(F)cccc2Cl)CC1,-8,-6,7,-3,-0.1,3,0,-7,8,4
O=C(CCl)N=c1sccn1Cc1ccc(Cl)cc1Cl,-11,-2,53*,8,1.2,-8,0,1,-14,-3
Cc1ccnc(SC2CC(=O)N(c3ccc(Br)cc3)C2=O)n1 (stereo not drawn),-4,-2,-2,-19,0.6,19,0,-1,-10,6
Cc1nc(N)sc1C(=O)NN,1,.,.,0,0.2,0,-1,-1,.,23
CC(=O)Nc1cccc(NC(=O)c2c(-c3c(Cl)cccc3Cl)noc2C)c1,-7,1,-2,-12,-1.2,12,0,3,-8,-2
COc1cccc(C(=O)NCC(=O)OCC(=O)Nc2cc(OC)c([N+](=O)[O-])cc2C)c1,4,2,-4,13,-0.5,-13,.,-9,-13,11
CCCCOC(=O)CSC1=C(C#N)C(c2ccccc2OCC)C(C#N)C(=O)N1 (stereo not drawn),5,6,1,12,-3.0,-12,.,-5,7,4
Cc1nc(Cc2nnc(SCC(=O)N3CCN(c4ccc(F)cc4)CC3)o2)cs1,-6,5,9,-2,-0.9,2,-4,-2,-10,3
COC(=O)c1ccc(NC(=O)CCCCCn2nnc3ccccc3c2=O)cc1,-17,-3,4,-6,1.2,6,0,-1,.,3
CC1CCN(C(=O)CSc2nnc(Cc3cccn3C)n2-c2ccc(F)cc2)CC1,-17,8,4,-22,1.5,22,-7,-5,7,-13
Nn1c(SCC(=O)Nc2ccc(F)c(F)c2)nnc1C1CCCCC1,-7,8,-5,-7,-0.6,7,4,-4,.,4
COc1ccc(-n2c(SCC(=O)NCCC(C)C)nc3ccsc3c2=O)cc1,-14,3,1,-61,-3.4,61,-5,-13,-9,0
CC(=O)Nc1ccc(OCCOc2ccc([N+](=O)[O-])cc2)cc1,-7,1,2,2,1.6,-2,0,1,16,0
Cc1cc(SCC(=O)NC2(C#N)CCCCC2)nc2c(C)cccc12,-4,-3,1,1,0.1,-1,-2,-2,-10,1
Cc1ccc2c(c1)nnn2C1CCN(CC(=O)NNC(=O)c2ccco2)CC1,-15,7,7,27,-3.0,-27,-1,-3,.,17
S=c1nc(C2CC2)n(-c2ccccc2)[nH]1,-6,2,-5,.,-0.2,.,5,-1,3,-2
COc1ccc(N2CCN(C(=O)CSc3ccc(C)cc3)CC2)cc1,11,3,1,7,1.1,-7,-1,5,-1,0
O=C(NC1CCCCCC1)c1cc(=O)[nH]c2ccc(S(=O)(=O)N3CCOCC3)cc12,-15,8,3,5,-3.2,-5,0,-4,7,9
O=C(Nc1cccc(C(=O)N2CCOCC2)c1)c1cncc(Br)c1,-8,-4,2,.,0.8,.,.,-6,-10,-7
CCCCc1cc(=O)oc2cc(C)cc(OC(C)C(=O)NCC3CCC(C(=O)O)CC3)c12 (stereo not drawn),-4,-1,1,4,-1.2,-4,0,-5,4,2
Cc1cccc(NC(=O)c2ccc(F)c(S(=O)(=O)NCc3ccco3)c2)c1,10,3,-3,-23,-1.7,23,-2,-15,1,17
CN(C)C(=O)c1cc([N+](=O)[O-])cc([N+](=O)[O-])c1N(C)C,0,4,1,1,-0.9,-1,0,-5,-7,.
Cc1ccc2c(c1)c(/C=C/c1cc[n+](C)cc1)c(C)n2C,-7,241*,5,-5,2.2,5,2,-10,-58,-12
O=C(CN1C(=O)C2CC=CCC2C1=O)Nc1nc(-c2ccc(F)c(F)c2)cs1 (stereo not drawn),-3,-4,0,-28,1.2,28,3,-10,7,-9
CCOc1ccc(/C=C2\SC(=S)N(CC(=O)Nc3ccccn3)C2=O)cc1,-3,-1,0,-11,-0.5,11,-14,22*,15,-10
O=[N+]([O-])c1ccccc1Oc1ccc(C(F)(F)F)cn1,-9,4,3,3,-0.3,-3,-1,1,8,-13
COc1ccc(CCC(=O)Nc2c(C)n(C)n(-c3ccccc3)c2=O)cc1,3,1,1,4,0.3,-4,-1,2,5,.
CCNC(=S)NS(=O)(=O)c1ccc(CC)cc1,-13,-2,-2,?,-0.2,-102,.,4,-9,-10
CS(=O)(=O)c1ccc(Cl)c(NC(=O)COC(=O)c2cccc(S(=O)(=O)N3CCCC3)c2)c1,-16,-4,3,5,0.7,-5,-2,1,12,-2
Nc1cc(Cl)ccc1N1CCCCCC1,-13,10,5,2,-6.1,-2,0,1,0,3
c1ccc(CNc2ccc3c(c2)ncn3C2CCCCC2)nc1,-3,5,2,10,1.3,-10,2,-12,43,3
Cc1c(NC(=O)CSc2nc3ccccc3c(=O)n2C(C)C)c(=O)n(-c2ccccc2)n1C,-12,-1,-5,7,-4.6,-7,-2,-10,-4,4
COc1ccccc1NC(=O)CN1CCN(CC(=O)Nc2ccc(OCc3ccccc3)cc2)CC1,3,-4,0,-41,-0.8,41,-3,-13,-12,5
Cc1[nH]c2ccc(C(=O)N3CCC(C(N)=O)CC3)cc2c1C,-6,9,1,6,-0.9,-6,-3,5,7,3
COc1cc2c3c(c1)-c1c(sn(-c4cc(OC)ccc4OC)c1=S)C(C)(C)N3C(=O)C2=O,5,0,4,-33,1.4,33,.,-10,.,13
CC(C)=C1C2CCC1C1C(=O)N(c3ccc4c(c3)OCO4)C(=O)C21 (stereo not drawn),-12,12,-4,16,-0.8,-16,0,-7,-12,-1
CCN(c1ccccc1)S(=O)(=O)c1ccc(C(=O)Nc2ncccc2O)cc1,-11,1,0,-4,-4.9,4,6,-7,-17,4
CN(C(=O)c1ccc2c(c1)OCO2)C1CCCCC1,-9,1,0,-7,0.7,7,9,-11,37,-12
Nc1ccc(C(=O)N/N=C2\CCCc3c2[nH]c2ccccc32)cc1,2,-7,0,-35,0.9,35,3,-5,.,-9

# Going on with the list.
SMILES,PvdQ inh,RTF Ca sens act,HTR5A ag ctr,SR-BI uptake up,CDK5 inh,SR-BI DiI inh,Wnt bcat act,dFosB activator,MITF TRPM1 HTS,Rtt109 HAT inh
COc1ccc2[nH]c(=O)c(-c3nnn(-c4ccc(Cl)nc4)n3)cc2c1,-12,-4,2,-11,-1.1,11,.,2,4,-2
CN(c1cccc(NC(=O)CN(c2ccc(Cl)c(Cl)c2)S(=O)(=O)c2ccccc2)c1)S(C)(=O)=O,21,1,-3,-4,0.4,4,-2,-3,1,7
CCN1CCN(c2cc(-c3ccccc3)nc3cc(-c4cccc(F)c4)nn23)CC1,-28,-7,14*,-34,-4.7,34,.,3,6,-1
CCOc1ccc(/C=N/NC(=O)C2CC2)cc1OC,-6,2,-1,8,-3.5,-8,2,3,14,3
Cc1ccc(S(=O)(=O)Cn2nnnc2C(C(C)C)N2CCC(O)CC2)cc1 (stereo not drawn),-9,1,-3,.,-0.7,.,-2,-10,.,3
COC(=O)c1ccc(CN2CCN(CC(C)C)C(CCO)C2)cc1 (stereo not drawn),-7,0,6,.,-1.6,.,-2,-5,-2,-3
NC(=O)NS(=O)(=O)Oc1ccccc1,-3,-4,2,26,-0.8,-26,0,0,8,2
CCN1CCN(C(c2cccs2)C(C)NS(=O)(=O)c2ccc(Br)cc2)CC1 (stereo not drawn),-5,0,4,22,0.0,-22,.,-10,9,-5
Cn1cnnc1SCC(=O)Nc1ccccc1F,-12,-7,-5,10,-0.2,-10,-1,1,-10,0
CCN(CC(=O)Nc1c(F)cccc1F)C(=O)CNC(=O)c1ccc2c(c1)OCO2,-13,-2,1,4,-1.6,-4,0,3,8,3
